Compound activity: PubChem, National Center for Advancing Translational Sciences (NCATS)
FLuc modulator – firefly luciferase modulation, counter-screen for miR-21 project; purified FLuc, Km substrates, luminescence inhibition; Potency, µM (series often up to 57.5 µM), inactives show at the top dose activity change, negative = inhibition, actives largely listed as inhibitors; 360,000 compounds, 6.9% hits; AID 588342; P08659;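 further: potency means the concentration at half of the fitted maximal effect; plate controls were vehicle for no effect and reference inhibitor for full effect; nearly all actives have a fitted effect of over 55% in size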
Target sequence (P08659 whole entry, looked up): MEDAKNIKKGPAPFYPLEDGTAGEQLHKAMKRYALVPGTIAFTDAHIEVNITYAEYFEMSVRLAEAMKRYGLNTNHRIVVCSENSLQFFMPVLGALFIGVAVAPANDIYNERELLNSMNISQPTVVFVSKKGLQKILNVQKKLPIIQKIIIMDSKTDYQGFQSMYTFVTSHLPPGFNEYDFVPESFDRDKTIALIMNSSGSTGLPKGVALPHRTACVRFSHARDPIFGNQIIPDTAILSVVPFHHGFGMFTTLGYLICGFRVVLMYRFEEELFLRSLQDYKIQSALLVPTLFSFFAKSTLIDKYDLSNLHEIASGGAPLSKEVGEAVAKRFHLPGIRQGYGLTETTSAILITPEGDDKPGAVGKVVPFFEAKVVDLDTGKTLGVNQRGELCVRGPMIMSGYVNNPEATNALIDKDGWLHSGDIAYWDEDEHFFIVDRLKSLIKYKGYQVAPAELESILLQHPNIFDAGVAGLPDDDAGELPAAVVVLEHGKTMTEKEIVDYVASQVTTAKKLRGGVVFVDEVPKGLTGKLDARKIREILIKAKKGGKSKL
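Biochemical qHTS of compounds, final roughly 60 µM downward over six points, against 10 nM purified firefly luciferase using Km concentrations of substrates (10 uM D-luciferin, 10 uM ATP) in Tris acetate pH 7.5 buffer; luminescence output.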
TRPV1 ag – agonists of human vanilloid receptor 1 (TRPV1); 320,000 compounds, 0.19% hits; TRPV1-expressing cells, Fluo-8 calcium influx, agonist mode; Q8NER1; activation, % at 8.33 µM; AID 540275; in the data active means activation above about 80%; inconclusive means between about 30% and that limit; further: 0% is about no effect
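Cells expressing TRPV1 were dye-loaded with Fluo-8 and read kinetically: 10 s baseline, 3 min after compound (agonist portion), then 2 min after EC20 capsaicin (allosteric enhancer portion). Calcium-bound dye fluorescence at 480/520 nm.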
Gal4-VP16 FLuc – counter-screen for ROR gamma inhibitors: Gal4-VP16 reporter; Potency, µM (highest dose often 53.6 µM), for inactives: top-dose activity, negative = inhibition, most hits filed as inhibitors; 310,000 compounds, 3.5% hits; Drosophila S2 Gal4-VP16 UAS-luciferase, luminescence, 20 h; AID 2546;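 further: Gal4-VP16 expression switched on by copper sulfate through the metallothionein promoter; potency means the concentration at half of the fitted maximal effect; on the % scale 0 is the no-effect control and ±100 the full control effect; nearly all actives have a fitted effect of over 50% in size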
BRCA1 expr up – BRCA1 expression activation. MCF7-BRCA1-FFLuc reporter, luminescence, 48 h; response scale: scaled: vehicle 0%, 10 µM genistein 100%. Potency, µM (doses to about 46.1 µM), for inactives: top-dose activation, actives largely listed as activators. 380,000 compounds, 1.1% hits. AID 624202; further: potency means the concentration at half of the fitted maximal effect; nearly all actives have a fitted effect of over 80% in size; some results filed as inactive show a strong effect at the top dose
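MCF7-BRCA1-FFLuc, 2000 cells/well; 2 h attach, 37 °C/5% CO2; compound 48 h; luciferase substrate 15 min; luminescence end-point. Norm. to genistein 10 microM max activation and DMSO; concentration-response curves fitted.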
p53 reactivation – mutant p53 re-activation in reporter cells; H1299 p53-A138V BP100-luciferase reporter, luminescence, 24 h; Potency, µM (doses to about 92.2 µM), for inactives: at the top dose activity change, positive = activation, usual class: activators; 320,000 compounds, 0.063% hits; AID 504706; further: potency means the concentration at half of the fitted maximal effect; % of control where 0% means no effect; nearly all actives have a fitted effect of over 45% in size
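p53-null H1299 cells stably carrying temperature-sensitive p53-A138V and a BP100-luciferase reporter were pinned with compounds (4-point, 1:5 series) and held 24 hrs at 37 deg C. Luminescence was read 10 min after detection reagent.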
Tb PFK block – T. brucei PFK enzyme inhibition; O15648; T. brucei PFK, ADP-Glo luminescence; Potency, µM (titrated, usually from 57.5 µM), without a hit: at the highest dose activity, negative = inhibition, actives largely listed as inhibitors; 330,000 compounds, 0.17% hits; AID 485367;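 further: potency means the concentration at half of the fitted maximal effect; 0% = uninhibited 1x PFK enzyme wells and -100% = no-enzyme wells; nearly all actives have a fitted effect of over 60% in size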
Target sequence (O15648 whole entry, looked up): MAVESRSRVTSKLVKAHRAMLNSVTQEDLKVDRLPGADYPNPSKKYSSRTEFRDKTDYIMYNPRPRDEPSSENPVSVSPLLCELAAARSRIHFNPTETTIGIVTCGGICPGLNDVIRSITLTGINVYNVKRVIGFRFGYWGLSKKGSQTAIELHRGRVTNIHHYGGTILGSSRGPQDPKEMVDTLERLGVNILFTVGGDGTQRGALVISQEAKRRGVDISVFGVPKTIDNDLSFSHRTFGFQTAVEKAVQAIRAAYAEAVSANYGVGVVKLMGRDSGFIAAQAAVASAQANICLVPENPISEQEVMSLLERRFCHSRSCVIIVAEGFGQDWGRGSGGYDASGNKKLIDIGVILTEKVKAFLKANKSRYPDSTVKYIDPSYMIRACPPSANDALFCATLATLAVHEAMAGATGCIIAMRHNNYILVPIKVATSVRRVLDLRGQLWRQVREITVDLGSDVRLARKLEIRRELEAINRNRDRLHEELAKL
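Activity is normalized to no-enzyme wells (full inhibition) and 1.25 nM enzyme wells (no inhibition). Reaction: 0.5 mM F6P, 0.1 mM ATP, 45 min RT, ADP-Glo luminescence; concentration-response curves fitted and classed by quality.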
Rab9 promoter act – activates the Rab9 promoter; Huh7 Rab9 promoter-luciferase reporter, luminescence, 24 h; Potency, µM (highest dose often 9.22 µM), inactives show at the highest dose activation, negative = inhibition, actives largely listed as activators; 320,000 compounds, 2.8% hits; AID 485297; further: potency means the concentration at half of the fitted maximal effect; % of control where 0% means no effect; nearly all actives have a fitted effect of over 60% in size
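Cells were plated at 1500 per well in reduced-serum medium with 10% FBS and left 2 h. Compound in DMSO was then added for 24 h at 37 °C. Reporter signal was read by luminescence after 10 min with luciferase detection reagent.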
ELG1 genotox – genotoxicity induction in ELG1-luciferase HEK293T cells; Potency, µM (series often up to 46 µM), without a hit: at the highest dose activity change, positive = activation, actives largely listed as activators; AID 504466; 330,000 compounds, 1.3% hits; HEK293T ELG1-luciferase reporter, luminescence, 16 h; further: potency means the concentration at half of the fitted maximal effect; % of control where 0% means no effect; nearly all actives have a fitted effect of over 60% in size
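Quantitative HTS format in 1536-well plates. HEK293T ELG1-luciferase reporter cells receive test compound and are incubated 16 hr at 37 °C, 5% CO2; ONE-Glo added, 30 min room temperature, then luminescence read.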
NPC1 promoter act – activates the NPC1 promoter; Huh7 NPC1 promoter luciferase reporter, 24 h; Potency, µM (series often up to 9.22 µM), for inactives: at the highest dose activation, hits mostly activators; 320,000 compounds, 2.4% hits;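 further: potency means the concentration at half of the fitted maximal effect; % of control where 0% means no effect; nearly all actives have a fitted effect of over 60% in size; reporter is driven by a mutant NPC1 promoter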
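Quantitative HTS used a cell-based reporter: Huh7 cells stably bearing the NPC1 promoter upstream of luciferase were treated with compounds for 24 h, and promoter activation was read as luminescence.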
ELG1 repair inh – ELG1-dependent DNA repair inhibition; HEK293T ELG1-luciferase reporter, luminescence, 16 h; DNA damage induced by 5-fluorouridine; Potency, µM (doses to about 46.1 µM), inactives show at the highest dose activity change, negative = inhibition, usual class: inhibitors; 330,000 compounds, 2.3% hits; further: potency means the concentration at half of the fitted maximal effect; on the % scale 0 is the no-effect control and ±100 the full control effect; nearly all actives have a fitted effect of over 55% in size
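In this reporter screen, reduction of luminescence relative to DMSO vehicle indicated activity. Compounds and 5-fluorouridine were added together to 2,000 cells per well, incubated for 16 hr at 37 °C, then developed with ONE-Glo.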
RORgamma inh – ROR gamma (mouse) transcription inhibition. P51450. Drosophila S2 Gal4-RORgamma UAS-luciferase reporter, 20 h. Potency, µM (series often up to 53.6 µM), for the others: at the highest dose activity change, negative = inhibition, most hits filed as inhibitors. 310,000 compounds, 5.4% hits. AID 2551; further: potency means the concentration at half of the fitted maximal effect; on the % scale 0 is the no-effect control and ±100 the full control effect; nearly all actives have a fitted effect of over 60% in size
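Luciferase reporter read in Schneider cells carrying Gal4-RORγ (mouse) and UAS-Photinus luciferase; cells given compound 1 h before 700 uM copper sulfate induction, then incubated 20 h at ambient temperature.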
* hit, by the source's call; ? = inconclusive; . = not tested or not shown. Unless noted, the call rests on the fitted dose curve; in most records, active means well fitted curve in the direction sought with a large enough effect; inconclusive means small, poorly fitted or top-dose-only effect, or another doubt; inactive means no such curve, though single readings can be large; an effect the other way counts as inactive or inconclusive.

#1 O=S1(=O)CCN(Cc2cccc(Cl)c2)CC1
#2 O=S(=O)(Nc1ccc(Cl)c(C(F)(F)F)c1)c1cnc[nH]1
#3 O=C(OC1CCOC1=O)c1ccc2ccccc2n1 (centres undefined)
#4 COc1cc(-c2cc(C(=O)Nc3cccc(S(=O)(=O)N(C)C)c3)c3ccccc3n2)cc(OC)c1OC
#5 CC(=O)C1=NN(c2ccccc2)C(c2ccc3c(c2)OCO3)N1c1ccccc1 (centres undefined)
#6 Cc1nnc(SCC(=O)c2cc(C)n(C3CC3)c2C)s1
screen / no.,1,2,3,4,5,6
ELG1 genotox,1%,-1%,-2%,-1%,10%,?
TRPV1 ag,-2,-1,-1,5,15,0
Gal4-VP16 FLuc,-12%,?,-9%,?,-6%,-6%
FLuc modulator,3%,0%,-4%,-1%,0%,12µM*
Rab9 promoter act,0%,-1%,1%,-7%,-11%,2µM*
ELG1 repair inh,-4%,1%,11%,?,?,?
BRCA1 expr up,-2%,-8%,16%,-16%,-4%,?
NPC1 promoter act,0%,-3%,0%,1%,-3%,2.2µM*
Tb PFK block,-2%,-2%,0%,1%,-5%,-3%
RORgamma inh,10%,28%,1%,?,16%,10%
p53 reactivation,-2%,-6%,3%,-3%,-3%,?

#7 CCOC(=O)c1cnc2c(CC)cccc2c1NCCN1CCOCC1
#8 CC(C)C(C)NC(=O)CSc1ccc(S(=O)(=O)N2CCOCC2)cn1 (centres undefined)
#9 COc1ccc(C(=O)Nc2ccc(NS(=O)(=O)c3ccccc3)cc2)cc1OC
#10 CCn1c(-c2nn(C)c(C)c2Cl)n[nH]c1=S
#11 CN(C)S(=O)(=O)c1ccccc1N=C=S
#12 Cc1cc(C(=O)N/N=C\c2ccc(COc3ccc([N+](=O)[O-])cc3)o2)ccc1[N+](=O)[O-]
screen / no.,7,8,9,10,11,12
ELG1 genotox,-6%,0%,3%,0%,0%,0%
TRPV1 ag,?,0,1,-6,-1,-1
Gal4-VP16 FLuc,-1%,.,2%,?,-14%,?
FLuc modulator,7%,-2%,-5%,1%,2%,1%
Rab9 promoter act,-2%,-10%,0%,0%,-1%,-3%
ELG1 repair inh,-20%,0%,18µM*,?,-3%,0%
BRCA1 expr up,-1%,-14%,-30%,20%,0%,-41%
NPC1 promoter act,3%,-3%,0%,-1%,-1%,26%
Tb PFK block,-2%,1%,0%,-6%,-8%,4%
RORgamma inh,29%,.,15%,?,4%,11µM*
p53 reactivation,.,17%,-8%,-4%,0%,-2%

In another format: entries from further up
11. CN(C)S(=O)(=O)c1ccccc1N=C=S
- ELG1 genotox: 0%
- TRPV1 ag: -1
- Gal4-VP16 FLuc: -14%
- FLuc modulator: 2%
- Rab9 promoter act: -1%
- ELG1 repair inh: -3%
- BRCA1 expr up: 0%
- NPC1 promoter act: -1%
- Tb PFK block: -8%
- RORgamma inh: 4%
- p53 reactivation: 0%

12. Cc1cc(C(=O)N/N=C\c2ccc(COc3ccc([N+](=O)[O-])cc3)o2)ccc1[N+](=O)[O-]
- ELG1 genotox: 0%
- TRPV1 ag: -1
- Gal4-VP16 FLuc: ?
- FLuc modulator: 1%
- Rab9 promoter act: -3%
- ELG1 repair inh: 0%
- BRCA1 expr up: -41%
- NPC1 promoter act: 26%
- Tb PFK block: 4%
- RORgamma inh: 11µM*
- p53 reactivation: -2%

Additional records.
#13 CCN(CC(=O)NCc1cccs1)C(=O)c1ccc(-c2cccc(C(F)(F)F)c2)o1
#14 Cc1c(C)c(C)c(CN2CCCC2)c(C)c1C
#15 CC[C@H](C)[C@H](NC(N)=O)C(=O)NCCc1ccc(Cl)cc1Cl
#16 CCCCN(C(=O)Cc1ccc(S(=O)(=O)N2CCOCC2)s1)c1c(N)n(CCCC)c(=O)[nH]c1=O
#17 Cc1cc(C(=O)Nc2ccc3ccccc3c2)c(C)o1
#18 CC(C)(C)C(=O)CN1C(=O)C2(OCCO2)c2ccccc21
screen / no.,13,14,15,16,17,18
ELG1 genotox,-5%,-2%,-3%,1%,0.65µM*,1%
TRPV1 ag,?,0,2,-3,?,1
Gal4-VP16 FLuc,.,-3%,5%,.,?,-3%
FLuc modulator,?,1%,-7%,1%,1.3µM*,8%
Rab9 promoter act,-8%,-10%,-6%,-4%,3.5µM*,4%
ELG1 repair inh,?,0%,2%,21%,?,10%
BRCA1 expr up,-21%,7%,0%,-24%,?,-3%
NPC1 promoter act,0%,0%,-3%,-4%,1.4µM*,2%
Tb PFK block,-2%,-3%,-2%,0%,-2%,-9%
RORgamma inh,.,0%,13%,.,8.9µM*,7%
p53 reactivation,-8%,-5%,-1%,9%,25µM*,-1%

#19 COc1ccccc1/C=C/C=N/n1c(C)nnc1C
#20 CCOc1cc(C(=O)NC2=NCCS2)cc(OCC)c1OCC
#21 CCCCn1c(N)c(N(CC(C)C)C(=O)c2cc(=O)[nH]c3ccccc23)c(=O)[nH]c1=O
#22 NS(=O)(=O)c1ccc(-c2ccc(/C=N/NC(=O)c3ccc([N+](=O)[O-])cc3)o2)cc1
#23 COCCN(C(=O)CCC(=O)Nc1cc(C)on1)C(C(=O)NC1CCCC1)c1ccccc1F (centres undefined)
#24 COc1ccccc1Oc1ccc(NC(=O)c2ccccc2)cc1
screen / no.,19,20,21,22,23,24
ELG1 genotox,8%,0%,3%,-3%,1%,4%
TRPV1 ag,1,?,0,0,4,?
Gal4-VP16 FLuc,1%,15%,.,-5%,6%,2%
FLuc modulator,1%,?,2%,5%,2%,-1%
Rab9 promoter act,-1%,4%,-13%,2%,-3%,?
ELG1 repair inh,30%,-8%,2%,-9%,9%,?
BRCA1 expr up,-15%,-20%,3%,-9%,-9%,-12%
NPC1 promoter act,-3%,-4%,0%,2%,-1%,13%
Tb PFK block,-1%,3%,-11%,0%,1%,2%
RORgamma inh,-32%,-28%,.,?,25%,?
p53 reactivation,-6%,0%,7%,-2%,-5%,2%

#25 O=C(CN1CCC(c2nc3ccccc3s2)CC1)NCc1ccccc1
#26 Cc1nc(=O)c(-c2ccccc2)c(C)n1CC1CCCO1 (centres undefined)
#27 CSc1ccc(CCNC(=O)C2CCCN(c3ncnc4c3nc3n4CCCCC3)C2)cc1 (centres undefined)
#28 Cc1ccc(CNC(=O)COc2ccccc2-c2ccccc2)cc1
#29 COc1ccc(S(=O)(=O)Nc2ccc(N(C)C(C)=O)cc2)cc1
#30 Cc1onc(-c2c(Cl)cccc2Cl)c1C(=O)Nc1nc(C(C)(C)C)cs1
screen / no.,25,26,27,28,29,30
ELG1 genotox,-2%,0%,-14%,0%,2%,-5%
TRPV1 ag,6,-1,10,?,-6,-5
Gal4-VP16 FLuc,-5%,-1%,2%,3%,7%,?
FLuc modulator,?,0%,-4%,-1%,-1%,3%
Rab9 promoter act,0%,-9%,0%,-1%,-1%,-1%
ELG1 repair inh,?,3%,8.2µM*,14%,8%,-7%
BRCA1 expr up,-39%,6%,-1%,15%,5%,-7%
NPC1 promoter act,-3%,-1%,-2%,2%,-4%,2%
Tb PFK block,-4%,3%,-8%,1%,0%,0%
RORgamma inh,?,-7%,35%,3%,-14%,23%
p53 reactivation,3%,7%,-17%,-13%,-4%,3%

#31 N#Cc1c(N2CCCCC2)nc(N2CCCCC2)c2c1CCN(Cc1ccccc1)C2
#32 O=C(CCOc1ccccc1)Nc1ccnn1C1CCN(Cc2ccc(CO)o2)CC1
#33 Cc1nc(CC(=O)Nc2nc(C(C)(C)C)cs2)cs1
#34 COc1cc(CN2c3ccccc3C(=O)CS2(=O)=O)cc(OC)c1
#35 Cc1cc(N=Nc2ccc(Cl)cc2)cc(CN2CCCC2)c1O
#36 CCOC(=O)N1CCC(N2CCN(c3cc(C)ccc3C)CC2)CC1
#37 Cc1ccc(NC(=O)COC(=O)CCc2c(C)nc3nc(N)nn3c2C)cc1C
screen / no.,31,32,33,34,35,36,37
ELG1 genotox,-11%,0%,0%,-1%,10%,-7%,3%
TRPV1 ag,8,0,-4,.,1,2,-1
Gal4-VP16 FLuc,6%,-15%,12%,.,-7%,-2%,.
FLuc modulator,0%,-2%,?,.,?,3%,0%
Rab9 promoter act,-2%,10%,6%,.,22%,-1%,1%
ELG1 repair inh,-6%,?,2%,14%,-10%,?,16%
BRCA1 expr up,-24%,-7%,2%,-3%,0%,-28%,-5%
NPC1 promoter act,-3%,6%,1%,.,0%,0%,-2%
Tb PFK block,3%,-6%,-1%,-1%,-2%,3%,3%
RORgamma inh,35%,-16%,9%,.,1%,-1%,.
p53 reactivation,14%,0%,13%,2%,-3%,3%,-1%
